Diaph inh CS: counter-screen for diaphorase-based assays: diaphorase inhibitors and chemical oxidizers | hit rate 0.69% among 190,000 | inhibition, % at 20 µM | diaphorase resazurin-to-resorufin fluorescence, NADH, 16 min; bacterial (C. kluyveri) enzyme, not human;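 active means primary screen inhibition at 20 µM above a set limit, cut at about 50% in these data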;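 further: plate controls were DMSO with full reaction for no effect and wells lacking NADH for full effect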
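Test system: diaphorase enzyme from Clostridium kluyveri; amount: diaphorase at 0.14 U/mL in enzyme working solution; detection: fluorescence of resorufin formed from resazurin, Ex 544/Em 590 nm; times: reaction incubation of 16 min at room temperature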
Diaphorase act: diaphorase activation or chemical reduction counter-screen | Diaphorase/resazurin coupled assay, resorufin fluorescence, 16 min; hits give high values; 1 = vehicle wells, 0 = NADH-free wells | activation factor at 20 µM | hit rate 0.005% among 190,000 | AID 1229;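 active means diaphorase activity raised at least twofold by the compound at 20 µM; inactive means activation factor below 2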
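Test system: Clostridium kluyveri diaphorase, purified enzyme. Buffer or medium: 50 mM HEPES pH 7.4 buffer plus MgCl2 and Tween 20. Also added: 0.114 mM NADH and 0.1 mM resazurin, final amounts. Dosing: compound 20 µM once, DMSO 1%. Schedule: 16 min enzyme reaction, ambient temperature. Detection: fluorescence of resorufin, 544 nm excitation, 590 nm emission.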
PMI act satM6P: activators of human phosphomannose isomerase at near-saturating mannose 6-phosphate; coupled PMI enzyme assay, resazurin fluorescence, 20 min; hits give high values; 1 = untreated enzyme, 0 = substrate-free blank; activation factor at 20 µM; hit rate 0.34% among 190,000; AID 1216;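 active means activation factor of 2 or more at 20 µM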
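Technique: Diaphorase-driven resazurin-to-resorufin fluorescence, excitation 544, emission 590 nm | Assay system: Human PMI in coupled enzyme assay | Times: Enzyme reaction with compound 20 min at room temperature | Medium: HEPES-buffered pH 7.4 with magnesium and detergent | Reagent: Mannose-6-phosphate 1.0 mM (near-saturating) plus 0.22 mM NADP+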
S1P3 antagonist: blocks the human S1P3 receptor; hit rate 0.27% among 170,000; inhibition, % at 4.98 µM; CHO S1P3 NFAT-BLA reporter, FRET fluorescence, antagonist mode; Q99500; AID 485;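 active means inhibition above the plate cutoff, the mean inhibition of test wells on that plate plus 3 SD, cut at about 28% in these data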;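 further: cells challenged with S1P at its EC80 of 0.8 µM; blue over green emission ratio from cleaved BLA substrate after 4 h stimulation; 0% = S1P-stimulated wells and 100% = unstimulated DMSO-only wells; some compounds past the cut are filed as inactive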
Hsp70 activator: Hsp70 transcriptional activation, primary screen; HeLa Hsp70 promoter luciferase reporter, luminescence; scaled: vehicle 0, proteasome-inhibitor control 100%; activation, % at 10 µM; hit rate 0.04% among 200,000;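 active means activation above the mean across all tested compounds plus 3 SD, cutoff set per campaign, cut at about 5.5% in these data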;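 further: 100% = MG132 at 30 µM as the positive control and 0% = DMSO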
PMI activator: increases human mannose-6-phosphate isomerase activity; P34949; purified human PMI, coupled resazurin fluorescence, 20 min; hits give high values; 1 = vehicle control, 0 substrate-free wells; activation factor at 20 µM; hit rate 0.005% among 190,000; AID 1214;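 active means activation factor of 2 or more at 20 µM, relative to plate controls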
L major viab: reduces viability of Leishmania major promastigotes. resazurin fluorescence viability. inhibition, % at 10 µM. hit rate 9% among 200,000;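 further: promastigotes grown with compound for 44 hours at 28 °C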
G6PDH CS: L. mesenteroides G6PDH inhibition counter-screen; AID 1020; Purified L. mesenteroides G6PDH, diaphorase/resazurin coupled fluorescence, 45 min; hit rate 0.12% among 200,000; inhibition, % at 5 µM
RAM inhibit: blocks the yeast RAM network | hit rate 1.8% among 190,000 | S. cerevisiae dse1pr::URA3 reporter, 5-FOA growth OD615, 2 d; analog-sensitive cbk1-as2 kinase mutant strain | inhibition, % at 50 µM;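 active means inhibition above a set limit, 3 SD over mean compound inhibition, cut at about 8.4% in these data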;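 further: 0% = DMSO-only wells with no growth and 100% = 10 µM 1-NA-PP1 full growth; inhibition rescues growth on 5-FOA so higher OD means more RAM inhibition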
DTT redox prof: compounds producing H2O2 with reducing agent – biochemical, NIH compound library profiling, artefact control for MLSCN library redox annotation, primary screen | DTT-dependent redox cycling H2O2, phenol red/HRP absorbance; 100% = 100 µM peroxide control, 0% = buffer | activation, % at 10 µM | hit rate 0.03% among 200,000 | AID 878;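 active means activation of at least 50% relative to the plate's high and low controls in the primary single-dose screen; inactive means activation below 50%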;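 further: compound incubated with DTT at 0.8 mM final as the reducing agent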
TLR4 MyD88 comp: inhibitors of human TLR4-MyD88 binding | O00206+Q99836 | HeLa CL3-4 TLR4/MyD88 BLA complementation, FRET ratio | inhibition, % at 8.4 µM | hit rate 0.18% among 200,000; in the data active means inhibition above about 25%;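 further: 0% = vehicle and 100% = reference inhibitor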
Target sequence (O00206 whole entry, looked up): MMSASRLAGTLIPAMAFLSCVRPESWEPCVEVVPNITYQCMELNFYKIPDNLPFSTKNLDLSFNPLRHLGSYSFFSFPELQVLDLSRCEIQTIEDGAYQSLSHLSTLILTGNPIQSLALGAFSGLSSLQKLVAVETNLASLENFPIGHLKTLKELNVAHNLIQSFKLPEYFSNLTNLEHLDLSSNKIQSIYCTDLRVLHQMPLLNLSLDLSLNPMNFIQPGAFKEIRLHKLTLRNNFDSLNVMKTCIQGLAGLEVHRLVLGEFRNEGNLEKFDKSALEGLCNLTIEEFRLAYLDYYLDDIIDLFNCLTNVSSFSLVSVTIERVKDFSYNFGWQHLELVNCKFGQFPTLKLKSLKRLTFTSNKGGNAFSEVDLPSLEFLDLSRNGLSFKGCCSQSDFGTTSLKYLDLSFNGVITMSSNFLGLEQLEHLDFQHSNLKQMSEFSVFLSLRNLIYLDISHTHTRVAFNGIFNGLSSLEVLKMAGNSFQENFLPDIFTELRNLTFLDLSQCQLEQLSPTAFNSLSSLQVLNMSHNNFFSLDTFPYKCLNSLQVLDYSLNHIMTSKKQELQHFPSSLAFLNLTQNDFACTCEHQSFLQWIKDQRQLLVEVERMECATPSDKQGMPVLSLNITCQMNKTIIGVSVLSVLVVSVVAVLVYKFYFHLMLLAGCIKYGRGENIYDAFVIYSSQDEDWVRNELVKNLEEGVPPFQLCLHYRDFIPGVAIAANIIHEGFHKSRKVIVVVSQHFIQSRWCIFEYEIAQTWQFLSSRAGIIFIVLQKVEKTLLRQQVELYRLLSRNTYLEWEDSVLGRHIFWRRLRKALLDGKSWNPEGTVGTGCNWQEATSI
Target sequence (Q99836 whole entry, looked up): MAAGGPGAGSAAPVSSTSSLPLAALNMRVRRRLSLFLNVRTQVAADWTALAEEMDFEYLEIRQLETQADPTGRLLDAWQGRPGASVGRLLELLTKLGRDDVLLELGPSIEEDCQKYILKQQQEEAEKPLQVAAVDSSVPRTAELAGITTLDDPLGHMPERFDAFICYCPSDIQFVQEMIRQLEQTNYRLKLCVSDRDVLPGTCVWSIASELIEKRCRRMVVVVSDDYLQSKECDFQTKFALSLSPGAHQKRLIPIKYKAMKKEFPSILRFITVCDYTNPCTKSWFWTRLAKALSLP
Active calls of the source: *; / = no result given. Unless noted, no stated cut-off is given here; in the data, active means inhibition above about 50%; inactive means the rest. An unsorted share of the library; 12% or so of the library scored in one or more.

SMILES | Diaph inh CS | Diaphorase act | PMI act satM6P | S1P3 antagonist | Hsp70 activator | PMI activator | L major viab | G6PDH CS | RAM inhibit | DTT redox prof | TLR4 MyD88 comp
O=C(CCc1ccccc1)NNC(=O)Cc1ccccc1 | 2 | 1 | 1 | -7 | 0.2 | 1 | -3 | 6 | 0.4 | -1.0 | -10
Cc1ccc2[nH]c(=O)c(CN(Cc3ccc4c(c3)OCO4)Cc3nnnn3C3CCCC3)cc2c1 | 21 | 0.8 | 0.8 | 2 | -0.3 | 0.9 | 64* | -48 | 6.5 | -3.0 | 12
CCS(=O)(=O)NCCCCc1ccccc1 | 10 | 0.9 | 1 | 0 | -0.1 | 1 | -4 | 2 | 1.5 | -0.4 | 7
COc1cc(SC)ccc1C(=O)NCCOc1ccc(Cl)cc1 | 18 | 0.8 | 1 | -21 | -0.1 | 0.8 | 0 | -19 | 3.4 | 0.1 | -12
Cn1c(-c2ccccc2O)cc2ccccc21 | 13 | 0.9 | 0.8 | / | 0.0 | 0.8 | 28 | 0 | 0.7 | 0.7 | 1
COc1cc(NC(=O)CSc2nc3c(c(=O)[nH]2)CCCC3)cc(OC)c1OC | 19 | 0.8 | 0.9 | -4 | 0.0 | 0.9 | -5 | -2 | 3.0 | -0.2 | 4
CNc1nc(SC)nc(N2CCOCC2)n1 | -4 | 1 | 1 | 7 | -0.4 | 0.9 | 0 | -16 | 0.7 | 2.3 | 8
CCOC(=O)c1c(NC(=O)CCCN2CCOCC2)sc2c1CC(C)(C)OC2 | 12 | 0.9 | 1 | / | -0.2 | 1 | 4 | 16 | -0.8 | 1.5 | -7
CC(C)C(=O)N(c1ccc(F)cc1)C1C=CS(=O)(=O)C1 (stereo unspecified) | 12 | 0.9 | 1 | -26 | 0.0 | 0.9 | -2 | -2 | 2.9 | 1.7 | -5
Cc1cc(C(=O)Nc2cccnc2)no1 | 11 | 0.9 | 1 | -8 | -0.3 | 1 | -7 | -5 | 0.2 | 0.7 | -17
COc1ccc(/C(C)=N/NC(=O)c2ccccc2N)cc1 | 14 | 0.9 | 1 | -8 | 0.6 | 1 | -6 | 4 | 0.2 | -1.7 | 10
CCOc1cc(C)c(C(C)C)cc1S(=O)(=O)n1ccc(C)n1 | 5 | 0.9 | 1 | 14 | -0.1 | 1 | 13 | 6 | 0.5 | 1.2 | -5
O=C(Nc1ncnc2sc3c(c12)CCCCC3)c1ccco1 | -3 | 1 | 1 | -5 | 0.8 | 1 | 0 | -16 | 2.4 | 2.9 | -4
CCOc1ccc(CCNC(=O)C2CCCN(c3nn4c(=O)cc(C)nc4s3)C2)cc1 (stereo unspecified) | 5 | 0.9 | 1 | 5 | -0.1 | 0.9 | -1 | -1 | -0.5 | -2.2 | 20
CN1CCN(C(=O)NCC23CC4CC(CC(C4)C2)C3)CC1 | 5 | 0.9 | 0.9 | -20 | 0.1 | 0.9 | 0 | 13 | 0.9 | -0.3 | -3
CC(C)(C)C(=O)Nc1ccc(C(=O)NNC(=O)Cc2ccccc2)cc1 | 4 | 1 | 1 | / | -0.2 | 1 | -4 | -22 | 3.4 | 2.3 | -3
c1ccc(-n2nnnc2NCCCN2CCOCC2)cc1 | 10 | 0.9 | 1 | / | -0.2 | 1 | 1 | -8 | 1.1 | 0.4 | -18
COc1ccc(C(=O)NCc2ccc(C(=O)NCC(OC)OC)cc2)cc1OC | -2 | 1 | 1.1 | -13 | 0.0 | 1.1 | -5 | 1 | 3.4 | -0.2 | -3
CCN(CCn1cccn1)Cc1c(C(=O)N2C[C@@H](C)O[C@@H](C)C2)nc2ccc(Cl)cn12 | -2 | 1 | 0.9 | 3 | -0.3 | 1 | -8 | 10 | 1.2 | -0.8 | 5
CC1(C)C/C(=N\O)c2cc3c(nc2C1)CCCC3 | 6 | 0.9 | 1 | -10 | -0.1 | 1 | 26 | 5 | 1.0 | 1.6 | -1
CN(Cc1ccccc1)c1ncnc(N)c1[N+](=O)[O-] | 4 | 1 | 1 | 6 | -0.1 | 1 | 7 | -6 | 1.5 | -0.7 | -19
O=C1CC(O)(c2ccccc2)C(c2ccccc2)=C1c1ccccc1 (stereo unspecified) | 19 | 0.8 | 0.9 | / | 0.0 | 0.9 | 35 | 1 | 2.1 | 0.5 | -9
COc1ccc(NS(=O)(=O)CC23CCC(CC2=O)C3(C)C)cc1 (stereo unspecified) | -4 | 1 | 1 | / | -0.2 | 1.1 | -5 | 1 | 0.7 | -2.8 | -3
CC(C)CNC(=O)COC(=O)Cc1ccc(Cl)cc1 | 6 | 0.9 | 1 | 8 | 0.0 | 1 | -4 | -1 | 0.4 | -0.3 | 9
O=C(Cc1ccccc1)n1nc(-c2ccco2)nc1SCc1ccccc1 | 20 | 0.8 | 1 | / | -0.2 | 0.9 | -3 | 3 | -0.3 | 0.2 | 0
Cc1cc(C)c(NC(=O)CCCN2CCOCC2)c(C)c1 | 7 | 0.9 | 0.9 | -1 | 0.0 | 0.9 | 0 | 1 | 0.8 | -0.5 | 4
COc1ccc(NC2CC(=O)N(CCc3ccccc3)C2=O)cc1 (stereo unspecified) | 15 | 0.8 | 0.7 | / | -0.1 | 0.9 | -12 | 0 | 1.6 | 1.3 | 6
CCOC(=O)c1sc(NC(=O)c2ccc(Br)o2)cc1C | 17 | 0.8 | 0.8 | / | 0.0 | 0.9 | 23 | 2 | 7.5 | -0.7 | 9
COc1ccc2[nH]c(=O)c(CN(C(=O)c3ccccn3)C3CCCCC3)cc2c1 | 16 | 0.8 | 0.9 | -24 | -0.3 | 1 | -4 | 5 | -0.4 | 1.1 | -15
CCOC(=O)CSc1nnc(CNc2cccc(Cl)c2)n1C | 14 | 0.9 | 0.9 | / | -0.5 | 0.9 | 4 | 10 | 2.6 | -1.0 | 14
Cc1ccsc1CNC12CC3CC(CC(C3)C1)C2 | -8 | 1.1 | 1.2 | 1 | -0.1 | 1.1 | 3 | 11 | 0.0 | -0.5 | 4
COC(=O)Cc1csc(Nc2ccc(F)c(Cl)c2)n1 | 9 | 0.9 | 1 | -18 | -0.1 | 1.1 | 2 | 0 | 0.8 | 0.4 | -5
O=C(Nc1nc2ccccc2n1Cc1ccccc1)c1ccc(COc2ccccc2[N+](=O)[O-])o1 | -2 | 1 | 1 | / | 0.4 | 1.2 | -3 | 8 | 4.4 | 2.8 | -8
COc1ccc([N+](=O)[O-])cc1/C=N/Nc1nn[nH]n1 | 7 | 0.9 | 1.1 | -5 | -0.1 | 1.2 | -6 | 2 | 1.5 | 0.3 | -5
CCn1c(C(=O)N2CCC(C(=O)NCCCSC3CCCCC3)CC2)cc2sccc21 | 24 | 0.8 | 1 | -18 | -0.3 | 0.9 | 5 | 12 | 5.3 | -1.2 | 1
CCOC(=O)CSc1c(-c2cccs2)[nH]c2ccccc12 | 20 | 0.8 | 0.9 | 0 | -0.3 | 1 | 12 | 1 | 4.0 | 0.0 | -7
O=C(Cn1cc2c(n1)CCCC2)NC1CCCCCC1 | 11 | 0.9 | 0.8 | -17 | -0.1 | 0.8 | -5 | -2 | -0.5 | -0.1 | -3
CCCCc1ccc(NC(=O)CC(C)C)cc1 | 4 | 1 | 1 | -9 | -0.1 | 1 | -2 | 8 | -0.8 | -0.9 | 14
CC12CCC(C(=O)Nc3ccccc3Cl)(C(Br)C1=O)C2(C)C (stereo unspecified) | 7 | 0.9 | 0.9 | 9 | -0.2 | 1 | 0 | 6 | 2.2 | -0.1 | 11
COc1cc(NC(=O)CN(C)S(=O)(=O)c2ccc(C)cc2)cc(OC)c1 | 5 | 0.9 | 1 | 13 | -0.1 | 0.9 | 5 | 5 | 0.6 | 0.5 | -1

Entries above that contain two or more sulfur atoms:
SMILES | Diaph inh CS | Diaphorase act | PMI act satM6P | S1P3 antagonist | Hsp70 activator | PMI activator | L major viab | G6PDH CS | RAM inhibit | DTT redox prof | TLR4 MyD88 comp
CCn1c(C(=O)N2CCC(C(=O)NCCCSC3CCCCC3)CC2)cc2sccc21 | 24 | 0.8 | 1 | -18 | -0.3 | 0.9 | 5 | 12 | 5.3 | -1.2 | 1
CCOC(=O)CSc1c(-c2cccs2)[nH]c2ccccc12 | 20 | 0.8 | 0.9 | 0 | -0.3 | 1 | 12 | 1 | 4.0 | 0.0 | -7

(cont.)
SMILES | Diaph inh CS | Diaphorase act | PMI act satM6P | S1P3 antagonist | Hsp70 activator | PMI activator | L major viab | G6PDH CS | RAM inhibit | DTT redox prof | TLR4 MyD88 comp
Cc1c(NC(=O)CN2CCN(C(c3ccccc3)c3ccccc3)CC2)c(=O)n(-c2ccccc2)n1C | 2 | 1 | 1 | -15 | -0.3 | 0.9 | 10 | 5 | 2.0 | 1.4 | -5
CCc1ccccc1NC(=O)CCN1C(=O)C2C3CCC(C3)C2C1=O (stereo unspecified) | 9 | 0.9 | 0.9 | -3 | -0.2 | 1 | 4 | 8 | 2.6 | 0.0 | -14
CCOc1ccc(N(C)S(=O)(=O)c2ccc3[nH]cc(C(=O)NCC4CCCO4)c(=O)c3c2)cc1 (stereo unspecified) | 32 | 0.7 | 0.8 | 2 | 0.2 | 0.8 | -11 | -15 | 11* | 0.8 | 1
Cc1nc2cc(NCc3ccccc3O)ccc2n1Cc1ccccc1 | 18 | 0.8 | 0.8 | 1 | -0.1 | 0.9 | -4 | 13 | -1.0 | -0.3 | 14
Cc1nn(-c2ccccc2)c(C)c1C1C(C#N)=C(N)Oc2n[nH]c(C)c21 (stereo unspecified) | -3 | 1 | 1 | / | -0.5 | 1 | 24 | 10 | -0.2 | 4.7 | 7
CC(=O)c1ccc(NC(=O)CNCC(c2ccccc2)N(C)C)cc1 (stereo unspecified) | 4 | 1 | 1 | -2 | -0.1 | 1 | 1 | -6 | 0.4 | 0.6 | -6
Cc1cc(C)c(C2C(C#N)=C(N)Oc3n[nH]c(C)c32)cc1CN1CCCC1 (stereo unspecified) | 10 | 0.9 | 0.9 | -9 | -0.1 | 0.9 | 18 | -4 | -0.2 | 0.1 | 0
O=C(COc1ccccc1[N+](=O)[O-])Nc1ccc(NC(=O)c2cc3ccccc3o2)cc1 | -13 | 1.1 | 1 | -7 | -0.1 | 1 | 2 | 13 | 1.3 | -1.8 | 0
O=C(O)COc1cccc2ccccc12 | 15 | 0.8 | 0.9 | / | -0.4 | 0.9 | -9 | 19 | -0.1 | 0.1 | -8
